RXFP1 antagonist = qHTS Assay for Antagonists of the Relaxin Receptor RXFP1. Relaxin receptor 1 (Homo sapiens), Q9HBX9. HEK293-RXFP1, relaxin-stimulated cAMP HTRF, 30 min; hits give low values. activity change, negative = inhibition, % at 57.5 µM. actives 0.59% (n = 350,000). AID 1259400, 2018;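 active = activity change of -60% or lower, but not beyond a set lower limit; inconclusive = change between -60% and -40%, or beyond the set limit; inactive = change above -40%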; also: % is scaled to controls: 0 for no effect and ±100 for the full control effect
POLK inh = qHTS for Inhibitors of Polymerase Kappa; Potency, µM (series often up to 107 µM), without a hit: top-dose activity, negative = inhibition, usual class: inhibitors; actives 0.53% (n = 400,000); DNA polymerase kappa (Homo sapiens), Q9UBT6; purified Pol kappa, fluorescent DNA synthesis assay, 10 min; AID 588579, 2011; also: potency is read from the fitted curve at half-maximal effect; % is scaled to controls: 0 for no effect and ±100 for the full control effect
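First, compounds were pin-transferred onto 10 nM Pol kappa. After 15 min at room temperature, substrate was added to 50 nM final. Fluorescence was then measured kinetically at 0 and 10 min.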
POLB inh = qHTS Assay for Inhibitors of DNA Polymerase Beta. P06746. Pol beta primer extension/strand displacement, fluorescence kinetic. Potency, µM (highest dose often 114 µM), inactives show top-dose activity change, negative = inhibition, hits mostly inhibitors. actives 1.3% (n = 340,000); also: potency is read from the fitted curve at half-maximal effect; % is scaled to controls: 0 for no effect and ±100 for the full control effect
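Preincubation: enzyme (10 nM) with compound, 15 min, RT. Reaction: substrate added to 50 nM final. Reads: 0 and 10 min. Analysis: normalized, Hill fit.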
POLH inh = qHTS for Inhibitors of Polymerase Eta; recombinant Pol eta, fluorescent DNA replication assay; DNA polymerase eta (Homo sapiens), Q9Y253; Potency, µM (doses to about 114 µM), for inactives: at the top dose activity change, negative = inhibition, actives largely listed as inhibitors; actives 1.2% (n = 390,000); also: potency is read from the fitted curve at half-maximal effect; % is scaled to controls: 0 for no effect and ±100 for the full control effect
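Pol eta (10 nM) was preincubated with compounds for 15 min at room temperature, after which fluorescent replication substrate (50 nM final) was added to start the reaction. Fluorescence was read kinetically at 0 and 10 min.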
APEX1 inh = qHTS Assay for Inhibitors of the Human Apurinic/apyrimidinic Endonuclease 1 (APE1); DNA repair nuclease/redox regulator APEX1 (Homo sapiens), P27695; actives 0.35% (n = 350,000); recombinant APE1, TAMRA/BHQ-2 abasic DNA cleavage fluorescence; AID 2517, 2012; Potency, µM (doses to about 65.8 µM), inactives show at the highest dose activity change, negative = inhibition, actives largely listed as inhibitors;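 also: potency is read from the fitted curve at half-maximal effect; plate controls were vehicle for no effect and reference inhibitor for full effect; nearly all actives have a fitted effect of over 55% in size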
Target sequence (P27695 whole entry, looked up): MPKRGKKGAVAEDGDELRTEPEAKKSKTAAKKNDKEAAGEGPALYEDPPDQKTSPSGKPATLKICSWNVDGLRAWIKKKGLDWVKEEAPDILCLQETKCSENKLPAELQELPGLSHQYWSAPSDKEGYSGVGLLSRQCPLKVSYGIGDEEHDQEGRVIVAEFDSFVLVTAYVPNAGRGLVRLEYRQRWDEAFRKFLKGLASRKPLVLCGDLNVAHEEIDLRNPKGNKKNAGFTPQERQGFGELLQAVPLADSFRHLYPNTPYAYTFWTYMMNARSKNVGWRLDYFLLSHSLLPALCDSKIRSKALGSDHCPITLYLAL
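APE1 at 0.75 nM preincubated 15 min at room temperature with compound. Reaction then started with 50 nM double-stranded THF-abasic substrate labelled with TAMRA/BHQ-2, and 525/598 nm fluorescence read kinetically. Activity taken as third-minus-first read difference, normalized to DMSO and NSC13755 controls.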
BLM helicase inh = qHTS Assay for Inhibitors of Bloom's syndrome helicase (BLM); Potency, µM (titrated, usually from 56.1 µM), for the others: at the top dose activity change, negative = inhibition, usual class: inhibitors; recombinant BLM DNA unwinding, fluorescence dequenching; actives 0.2% (n = 350,000); RecQ-like DNA helicase BLM (Homo sapiens), P54132;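 also: potency is read from the fitted curve at half-maximal effect; plate controls were vehicle for no effect and no enzyme for full effect; nearly all actives have a fitted effect of over 35% in size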
Apoferritin bind = qHTS Assay for Identification of Novel General Anesthetics; Ferritin light chain (Equus caballus), P02791; apoferritin/1-aminoanthracene competitive binding, fluorescence; Potency, µM (top dose mostly 77.5 µM), for the others: at the highest dose activity change, negative = displacement, actives largely listed as inhibitors; actives 0.074% (n = 350,000); also: potency is read from the fitted curve at half-maximal effect; % is scaled to controls: 0 for no effect and ±100 for the full control effect; nearly all actives have a fitted effect of over 20% in size
Target sequence (P02791 2-175 limits assumed): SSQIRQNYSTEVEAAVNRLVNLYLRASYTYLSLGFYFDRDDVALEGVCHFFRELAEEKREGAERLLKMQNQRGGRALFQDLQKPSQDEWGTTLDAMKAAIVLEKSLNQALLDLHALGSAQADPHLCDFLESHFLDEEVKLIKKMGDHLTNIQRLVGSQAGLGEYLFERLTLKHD
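Steps: apoferritin (10 uM) was premixed with half-saturated 1-AMA in PBS, compounds were pin-transferred, plates stood 10 min at room temperature, fluorescence was read at 380/535 nm, and curves were fitted with a Hill equation.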
POLI inh = qHTS for Inhibitors of Polymerase Iota. DNA polymerase iota (Homo sapiens), Q9UNA4. Pol iota fluorescent replication assay, 10 min. Potency, µM (top dose mostly 115 µM), for the others: top-dose activity, negative = inhibition, most hits filed as inhibitors. actives 1% (n = 390,000). AID 588590, 2011; also: potency is read from the fitted curve at half-maximal effect
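Pol iota at 10 nM preincubated 15 min with compounds at room temperature; reaction started with fluorescent substrate, 50 nM final. Fluorescence read kinetically at 0 and 10 min; buffer-only wells as negative control.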
PGK inhibitor = qHTS Assay to Find Inhibitors of Phosphoglycerate Kinase; Phosphoglycerate kinase, glycosomal (Trypanosoma brucei brucei), P07378; Potency, µM (series often up to 57.5 µM), without a hit: at the top dose activity change, negative = inhibition, hits mostly inhibitors; actives 0.043% (n = 380,000); PGK/GAPDH coupled, Kinase-Glo luminescence, 60 min; also: potency is read from the fitted curve at half-maximal effect; % is scaled to controls: 0 for no effect and ±100 for the full control effect; nearly all actives have a fitted effect of over 60% in size
Target sequence (P07378 whole entry, looked up): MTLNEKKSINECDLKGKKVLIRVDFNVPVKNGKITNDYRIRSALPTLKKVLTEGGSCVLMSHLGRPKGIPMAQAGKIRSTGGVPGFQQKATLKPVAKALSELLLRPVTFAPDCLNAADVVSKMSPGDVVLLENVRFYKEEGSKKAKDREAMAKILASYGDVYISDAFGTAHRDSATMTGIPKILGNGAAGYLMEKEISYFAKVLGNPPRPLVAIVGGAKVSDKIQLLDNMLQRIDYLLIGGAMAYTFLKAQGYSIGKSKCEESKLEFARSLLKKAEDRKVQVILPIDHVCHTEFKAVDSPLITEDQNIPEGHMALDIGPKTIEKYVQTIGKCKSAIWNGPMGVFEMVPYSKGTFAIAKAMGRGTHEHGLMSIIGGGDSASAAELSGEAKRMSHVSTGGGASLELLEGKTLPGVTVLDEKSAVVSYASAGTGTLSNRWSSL
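Luminescent ATP detection (Kinase-Glo Plus) follows a 60-minute room-temperature incubation, with wells lacking PGK as controls. Buffer: 100 mM TEA (pH 7.6), 5 mM MgCl2, 0.01% Tween-20. Coupling enzyme GAPDH (100 nM final) supplies unstable 1,3-BPG in-well.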
* hit, by the source's call; i = inactive; ? = inconclusive; . = no result given; [ ] = dose if it differs, or a comment. Unless noted, calls follow the shape of the dose curve; as a rule, active = well fitted curve in the direction sought with a large enough effect; inconclusive = small, poorly fitted or top-dose-only effect, or another doubt; inactive = no such curve, though single readings can be large; an effect the other way counts as inactive or inconclusive. The list is partial, so the mix of outcomes need not match the whole.

Results follow in this order: POLH inh	RXFP1 antagonist	POLI inh	POLB inh	POLK inh	Apoferritin bind	BLM helicase inh	PGK inhibitor	APEX1 inh
CC(=C/c1ccco1)/C=N/NC(=O)c1ccncc1
  -23%	-14	26%	2%	-15%	1%	-12%	4%	-4%
CCOC(=O)C1CCN(C(=O)COC(=O)CSc2ccc([N+](=O)[O-])cc2)CC1
  -3%	-12	13%	.	-10%	.	.	-2%	6%
COc1ccc2nc(N3CCCCC3)c(C#N)cc2c1
  -1%	-1	?	10%	-17%	234%[activator]	-9%	-8%	-3%
Cc1cc(-c2nnc(SCC(=O)Nc3cccc(Cl)c3)n2N)n[nH]1
  ?	-8	-7%	?	5%	-3%	-13%	-10%	34%
C=C1CCc2c([nH]c3ccc(OCC(C)C)cc23)C1=O
  -13%	?	?	20%	-6%	-9%	-9%	-2%	10%
CCC(=O)Nc1cc(-c2cccc(C)c2)nn1-c1ccccc1
  -10%	.	1%	8%	-8%[60.1 µM]	-15%	-4%	7%	.
C=CCOC(=O)C1=C[C@@H](c2ccc(C(F)(F)F)cc2)[C@H](CCCO)[C@@H](OCC)O1
  -28%	.	-2%	3%	-7%	-24%	-11%	-1%	-2%
CCN1CCCC1CNC(=O)COc1cc(=O)n(C)c2ccccc12 (stereo not drawn)
  -11%	-10	-8%	14%	-4%	-9%	5%	5%	-2%
O=C(COc1ccc(S(=O)(=O)N2CCOCC2)cc1)NCc1ccccn1
  -15%	-10	2%	18%	-13%	-6%	0%	-1%	5%
N=c1scc(-c2ccccc2)n1/N=C/c1ccco1
  ?	-19	17%	-18%	-6%	2%	2%	-19%	-6%
Cc1ccc(C)c(NC(=O)CCc2nc(-c3ccc(C(C)(C)C)cc3)no2)c1
  -22%	.	22%	6%	4%	21%	-6%	i	.
Cc1noc(/C=C/c2ccccc2F)c1S(=O)(=O)N1CCC(C(=O)N2CCOc3ccccc32)CC1
  -15%	7	167%[activator]	1%	-11%[60.1 µM]	-9%	-4%	-6%	.
Cc1ccc(-c2nc(-c3cccnc3)sc2CC(=O)Nc2ccc3nc(C)sc3c2)cc1
  -17%	-12	7%	32%	-4%	-11%	-3%	-2%	-8%
Cc1nc(CSc2n[nH]c(=O)n2-c2cccc(F)c2)cs1
  -2%	11	19%	24%	-5%	-2%	-1%	8%	1%
CN1CCN(C(=O)c2ccc(OCCOc3ccccc3)cc2)CC1
  -15%	14	1%	11%	-3%	0%	-2%	-5%	8%
CCC(C)c1ccc(OCC(=O)Nc2ccc(CN3CCOCC3)cc2)cc1 (stereo not drawn)
  -19%	-15	19%	0%	-1%	?	-6%	-2%	2%
CCOC(=O)N1CCC(NC(=O)C(NC(=O)C2CCC(C)CC2)C(C)CC)CC1 (stereo not drawn)
  .	.	.	2%	.	-1%	-1%	.	-3%
COc1ccccc1-c1sc2cc3c(cc2c1-c1ccc(OCCN2CCOCC2)cc1)OCO3
  -10%	.	-7%	.	-21%	.	.	0%	-19%
C/C=C/c1ccc(OCc2cc(=O)n3cc(C)ccc3n2)c(OC)c1
  -6%	-6	?	35µM*	-1%	2%	-15%	i	-2%
COc1ccc(C(=O)N2CCN(c3ccc(N4CCOCC4)nn3)CC2)cc1OC
  -15%	-13	19%	.	-6%	.	.	-5%	2%
COc1ccc(CCNC(=O)C2CC3Cn4c(nc5ccccc54)C3N2Cc2ccccc2)cc1 (stereo not drawn)
  -11%	.	8%	.	-1%	.	.	2%	.
O=C(COC(=O)CCC1CCCC1)Nc1ccc(Cl)cn1
  -2%	12	2%	-1%	-14%	-1%	-2%	2%	-2%
O=C1OCC2=C1C(c1ccc(F)cc1)CC(=O)N2c1ccccc1 (stereo not drawn)
  .	.	.	13%	.	-9%	1%	.	1%
Cc1cc(S(=O)(=O)NCC2CC2)c(Cl)cc1Cl
  -5%	-9	59%[activator]	-4%	-1%	?	-4%	3%	-5%
Cc1ccc(NC(=O)C(C)Sc2nc(-c3ccccc3)c(C#N)c(=O)[nH]2)c(C)c1 (stereo not drawn)
  10%	1	-11%	?	-9%	-3%	0%	-12%	.
CCOC(=O)c1sc(NC(=O)C(CC)OC(=O)C(CC(C)C)NC(=O)c2ccccc2)nc1C (stereo not drawn)
  -11%	0	1%	10%	-21%	-23%	-15%	i	7%
CCOC(=O)c1[nH]c2ccc(F)cc2c1NC(=O)c1ccccc1C(=O)O
  -19%	3	16%	1%	-3%	54%[activator]	-2%	.	-2%
C/C=C(\C)CN1CCN(c2ccccc2)CC1
  -5%	6	7%	-1%	-15%	-3%	-2%	3%	2%
CCc1c(C)nc2ncnn2c1NCCc1ccc(OC)c(OC)c1
  -1%	2	45%[activator]	6%	5%	9%	5%	14%	-2%
COc1ccc(OCCCC(=O)OC(C)C(=O)Nc2ccc(S(N)(=O)=O)cc2)cc1 (stereo not drawn)
  -19%	9	35%[activator]	.	0%	.	.	-10%	9%
O=C(Nc1nccs1)c1ccc(Br)c(S(=O)(=O)N2CCOCC2)c1
  4%	-2	11%	9%	-10%	3%	1%	-1%	-3%
O=C1c2[nH]nc(-c3ccccc3O)c2C(c2cccc(Br)c2)N1Cc1ccncc1 (stereo not drawn)
  -2%	-23	15%	45%	5%	-11%	-2%	-3%	.
O=C(NCCCCNC(=O)c1ccc(Br)cc1)c1ccc(Br)cc1
  -8%	-6	6%	17%	5%	1%	3%	-8%	22%
CC(C)(C)OC(=O)NCCCCCNC(=O)c1nc[nH]c1C(=O)N1CCc2ccccc2C1
  -13%	.	67%[activator]	.	-11%	.	.	-4%	-2%
CCOC(=O)c1ccc(NC(=O)CSc2nccn2-c2ccc(OCC)cc2)cc1
  -14%	.	-23%	4%	-7%	41%[activator]	-16%	3%	.
COc1ccc(S(=O)(=O)N2CCOCC2)cc1C(=O)NCC(c1ccco1)N1CCCC1 (stereo not drawn)
  -1%	1	-11%	.	-6%	.	.	2%	-11%
O=C(CN1C(=O)NC2(CCCC2)C1=O)NCC1CCCO1 (stereo not drawn)
  -11%	-4	1%	-2%	2%	-1%	0%	i	5%
O=C(C#Cc1ccccc1)NCc1ccccc1F
  -3%	2	-5%	-18%	-15%	-8%	-8%	8%	27%
CN1CCC(CNC(=O)Nc2csc3ccccc23)CC1
  -7%	1	35%[activator]	6%	13%	2%	4%	0%	-2%
CC1CCN(S(=O)(=O)c2ccc3c(c2)c(=O)c(C(=O)NC(C)c2ccccc2)cn3C)CC1 (stereo not drawn)
  -13%	-18	-5%	-13%	-7%	?	-13%	-9%	.
CC[C@@]1(C(=O)OC)N[C@H](CN(C)C(=O)Nc2ccc(C(F)(F)F)cc2)[C@@H]2C(=O)N(Cc3ccccc3)C(=O)[C@@H]21
  -17%	.	9%	.	11%	.	.	-4%	37%
O=C1CS/C(=N/N=C/c2ccccc2OS(=O)(=O)c2ccccc2)N1
  -12%	-6	-1%	-5%	-3%	-5%	-13%	-2%	1%
COc1cc(C2N(c3ccc(F)cc3)C(=O)C3CCCN32)cc(OC)c1OC (stereo not drawn)
  0%	-2	5%	20%	7%	-10%	-2%	-6%	19%
COC(=O)c1c(N)n(-c2ccc(OC)c(OC)c2)c2nc3ccccc3nc12
  -12%	.	19%	4%	-11%	-1%	-1%	i	.
CC(C)CC(=O)Nc1sc2c(c1C#N)CC(C)(C)NC2(C)C
  -2%	-9	17%	9%	-6%	-16%	1%	0%	-1%
CCOC(=O)Cc1csc(NC(=O)c2ccc(NC(C)=O)cc2)n1
  -2%	-4	?	43%	-4%	4%	3%	-4%	28%
O=C(O)c1ccc(Nc2nc3ccccc3n3cnnc23)cc1
  -19%	.	26%	1%	6%	6%	-2%	-3%	.
COc1ccccc1CNC(=O)Nc1ccc2c(c1)N(C)C(=O)c1ccccc1S2
  -9%	-10	9%	8%	-22%	?	-10%	10%	.
CC1CCCN(S(=O)(=O)c2cc(C(=O)NCCc3ccc(S(N)(=O)=O)cc3)ccc2Cl)C1 (stereo not drawn)
  ?	1	4%	.	-23%	.	.	5%	.
Cc1ccc(S(=O)(=O)Nc2cc3c(cc2C)n(C)c(=O)c(=O)n3C)c(C)c1
  .	-3	?	17%	-12%	-4%	0%	.	.

Gathered by group: the entries above with a tert-butyl group (2)
Results follow in this order: POLH inh	RXFP1 antagonist	POLI inh	POLB inh	POLK inh	Apoferritin bind	BLM helicase inh	PGK inhibitor	APEX1 inh
Cc1ccc(C)c(NC(=O)CCc2nc(-c3ccc(C(C)(C)C)cc3)no2)c1
  -22%	.	22%	6%	4%	21%	-6%	i	.
CC(C)(C)OC(=O)NCCCCCNC(=O)c1nc[nH]c1C(=O)N1CCc2ccccc2C1
  -13%	.	67%[activator]	.	-11%	.	.	-4%	-2%

Screening data (PubChem)
